Screening results deposited in PubChem by National Center for Advancing Translational Sciences (NCATS).
Pol III holo inh: inhibitors of bacterial DNA polymerase III holoenzyme. reconstituted DNA polymerase III holoenzyme replication, biochemical. Potency, µM (doses to about 57.1 µM), inactives show at the top dose activity change, negative = inhibition. 0.25% of 71,000 active. AID 603; also: potency is read from the fitted curve at half-maximal effect; % is scaled to controls: 0 for no effect and ±100 for the full control effect
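Reconstituted *E. coli* holoenzyme (0.35 nM Pol III, 1 nM beta, 154 nM SSB, 2 nM primase) was preincubated with compound for 15 min at RT. Synthesis on 1.4 nM ssM13Gori ran 35 min, then was stopped with PicoGreen/EDTA and read as dsDNA fluorescence.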
Hsp90 Hop PPI: changes Hsp90-Hop TPR2A binding signal, up or down | AlphaScreen TPR2A-His6 binding biotin-Hsp90 C-terminal peptide | Potency, µM (titrated, usually from 57 µM), for the others: at the top dose activity change, negative = inhibition | 0.44% of 71,000 active; active = well fitted curve in either direction with a large enough effect; inconclusive = small, poorly fitted or top-dose-only effect, or another doubt; also: potency is read from the fitted curve at half-maximal effect; % is scaled to controls: 0 for no effect and ±100 for the full control effect; many of its hits are not listed in these tables
15-hLO inh: blocks human 15-lipoxygenase activity. P16050. purified 15hLO-1, xylenol orange hydroperoxide absorbance. Potency, µM (top dose mostly 57.1 µM), inactives show at the top dose activity change, negative = inhibition, usual class: inhibitors. 1.4% of 74,000 active; also: potency is read from the fitted curve at half-maximal effect; % is scaled to controls: 0 for no effect and ±100 for the full control effect; nearly all actives have a fitted effect of over 55% in size
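Inhibition is scored from a chromogenic endpoint. After 15 min enzyme-compound contact, arachidonic acid (50 uM final) reacts 6 min with 40 nM 15hLO-1 at room temperature, then Fe-XO reagent is added for 30 min and absorbance ratio recorded.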
Ub-GFP proteasome: ubiquitin-GFP accumulation via proteasome inhibition; Ubiquitin-GFP reporter cells, proteasome inhibition, GFP fluorescence; response scale: untreated = 0%, 10 µM MG-132 = 100%; Potency, µM (titrated, usually from 45.9 µM), without a hit: at the top dose activation (GFP accumulation), actives largely listed as activators; 67,000 tested, under 10 active; AID 526; active = well fitted activation curve with a large enough effect, not every such curve was filed as active; inconclusive = small, poorly fitted or top-dose-only effect, or another doubt; inactive = no such curve, though single readings can be large or run the other way; also: potency is read from the fitted curve at half-maximal effect
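Reporter cells (U2OS, ubiquitin-G76V-GFP fusion) are plated overnight, then treated 4 hr at 37 °C with compound titrations from 46 uM down to 2.9 nM. Activity is scaled against untreated cells and 10 uM MG-132.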
CRE-bla Fsk: CRE-bla signaling modulation under forskolin stimulation | 2.5% of 71,000 active | CHO CRE-bla reporter (cAMP response element driving beta-lactamase), forskolin EC10, beta-lactamase ratio | Potency, µM (top dose mostly 38.2 µM), inactives show at the top dose activity change, negative = inhibition, most hits filed as activators; active = well fitted activation curve with a large enough effect in the signal ratio, with a control signal flat, not every such curve was filed as active; inconclusive = small, poorly fitted or top-dose-only effect, or effect the other way, or a change in a side signal; the % refers to the signal ratio; also: potency is read from the fitted curve at half-maximal effect; % of control where 0% means no effect
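The 460nm/530nm emission ratio after CCF4 loading defined %Activity, from which AC50 values were obtained. CRE-bla CHO cells received compound dilution series together with an EC10 level of NKH 477 for 3 hours at 37 degrees Celsius.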
BRCT inh red: BRCT-phosphoprotein interaction inhibition (red fluorophore); BRCT-phosphopeptide binding, red fluorescence polarization; 0.03% of 75,000 active; AID 892; P38398; Potency, µM (highest dose often 76.9 µM), for inactives: top-dose activity change, negative = inhibition, usual class: inhibitors; also: % is scaled to controls: 0 for no effect and ±100 for the full control effect
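Fluorescence polarization: 100 nM His-tagged BRCA1 BRCT with 100 nM TAMRA-labelled phospho-BACH1 decapeptide, phosphate buffer pH 7.3 with 150 mM NaCl, DTT, 0.01% Tween 20; 12 min RT. Binding inhibition seen as FP decrease.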
Epigenetic mod: epigenetic GFP locus derepression in mouse cells; 0.09% of 68,000 active; Potency, µM (series often up to 46.1 µM), for inactives: top-dose GFP derepression (activation); mouse C127i GFP locus derepression, cytometry, 30 h; AID 597; also: % of control where 0% means no effect
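Read-out is the number of GFP-positive cells, scored as fluorescent objects 20 to 120 um wide, reflecting derepression of a silenced CMV-GFP reporter in murine C127i cells after 30 h compound exposure at 37 C.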
BRCT PPI green: inhibitors of human BRCA1 BRCT-phosphoprotein interaction (green fluorophore). P38398. BRCA1 BRCT-phosphopeptide binding, green fluorescence polarization. Potency, µM (top dose mostly 76.9 µM), inactives show at the highest dose activity change, negative = inhibition, most hits filed as inhibitors. 0.05% of 75,000 active. AID 875;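 also: potency is read from the fitted curve at half-maximal effect; plate controls were peptide without protein for full effect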
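Fluorescence polarization: His-tagged BRCT (~35 kDa BRCA1 C-terminus, 250 nM) bound to 100 nM fluorescein-labeled phosphorylated 10-aa BACH1 peptide, pH 7.3 phosphate buffer with DTT and Tween 20. Compounds incubated 12 min at room temperature; inhibition read as lowered polarization.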
HBB splicing: alters splicing of the hemoglobin beta chain; 0.06% of 65,000 active; HBB splicing reporter cell assay, activation; EGFP reporter with mutant IVS2-654 intron; response scale: normalised to 500 nM splice-correcting PNA; Potency, µM (top dose mostly 46.1 µM), inactives show at the top dose activation, actives largely listed as activators; also: potency is read from the fitted curve at half-maximal effect; 0% is about no effect
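Compounds were applied for 2 days to HeLa EGFP-654 cells, 500/well in Optimem with 2% FCS. The reporter's EGFP is disrupted by mis-splicing of beta-globin intron IVS2-654. Readout: summed well GFP fluorescence from 488 nm laser scanning; reference was 500 nM antisense […] 654 PNA.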
4MU fluor: compound fluoresces in the 4-MU spectral region. compound autofluorescence, 340/450 nm, 4-MU equivalents; hits give high values. max dye-equivalent concentration, M. 11% of 59,000 active; in the data active = max dye-equivalent concentration above about 10 nM; inconclusive = mostly about 1.1 nM to 9.6 nM
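Compounds in 100 mM Tris, pH 8.0, sat 15 min at room temperature before fluorescence was read at 340 nm excitation/450 nm emission; a per-plate six-point 4-MU standard curve converted signals to dye-equivalent concentration at each compound concentration.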
A350 fluor: compound fluoresces in the Alexa 350 spectral region; Compound autofluorescence, 340/450 nm, Alexa 350 dye-equivalents; hits give high values; 11% of 59,000 active; max dye-equivalent concentration, M; in the data active = max dye-equivalent concentration above about 10 nM; inconclusive = mostly about 1.1 nM to 9.6 nM
* = called active by the depositor; i = inactive; u = inconclusive; x = not tested or not shown; [ ] = another dose, or the depositor's remark. Unless noted, calls follow the shape of the dose curve; as a rule, active = well fitted curve in the direction sought with a large enough effect; inconclusive = small, poorly fitted or top-dose-only effect, or another doubt; inactive = no such curve, though single readings can be large; an effect the other way counts as inactive or inconclusive. No enrichment for hits; about 12% have a hit in one of these screens.

molecule | HBB splicing | A350 fluor | BRCT PPI green | CRE-bla Fsk | Hsp90 Hop PPI | BRCT inh red | 4MU fluor | Ub-GFP proteasome | 15-hLO inh | Epigenetic mod | Pol III holo inh
CC(C)(C)NC(=O)C(c1ccc(I)cc1)N(CCN1CCOCC1)C(=O)CCCNC(=O)c1ccccc1 (configuration not stated) | -0.6% | x | -1.3% | -4.5% | -0.1% | -0.4% | x | x | 0.2% | x | 3.2%
Cc1csc2c(C#N)c(=O)c3c(n12)CCC3 | -1.7% | 1.4e-07M* | -0.5% | u | 5.2% | 0.0% | 1.07e-07M* | 1.4% | 2.0% | 1.2% | -13.9%
O=C(Cn1cnc2c(nnn2Cc2ccc(F)cc2)c1=O)N1CCN(c2ccccc2)CC1 | -3.5% | i | -0.8% | 1.3% | -3.6% | -3.3% | i | -13.5% | 7.6% | -4.4% | -7.0%
CCOCCCNC(=O)c1c[nH]c2cc(C)ccc2c1=O | -0.9% | i | -0.9% | u | -0.5% | -1.5% | i | -2.6% | 3.8% | -1.3% | -6.1%
Cc1cccc(-n2nnnc2SCC(=O)NCCN2C(=O)CSC2=O)c1 | 2.0%[57.5 µM] | i | -3.9% | -8.8% | -1.1% | 1.3% | i | -1.1% | 8.3% | 0.0% | -2.2%
Cc1nn2c3ccccc3nc2c2ccccc12 | -0.4% | 1.99e-08M* | -0.9% | u | 7.4% | -5.7% | 1.67e-08M* | 9.0% | -5.4% | -2.3% | -15.5%
CC1(C)CC2CC(C)(CN2c2ncnc3ccccc23)C1 (configuration not stated) | -0.7% | i | -1.7% | -1.4% | -2.0% | 0.8% | i | 7.0% | -2.9% | 0.5% | -1.7%
CS(=O)(=O)N(CC(=O)Nc1ccc2c(c1)OCCO2)c1ccc2c(c1)OCO2 | 0.7% | i | -4.1% | -3.6% | -2.2% | 1.6% | i | -1.6% | -9.0% | -5.3% | 0.9%
CCOC(=O)C(NC(C)=O)(Nc1cccc(F)c1)C(F)(F)F (configuration not stated) | -0.8% | u | 0.3% | 12.1% | -0.4% | 0.6% | i | -2.9% | 2.3% | 3.0% | -1.7%
C(=C\c1ccccc1)/CN1CCN(c2ncnc3c2oc2ccccc23)CC1 | 4.1% | 1.99e-08M* | -6.2% | u | 0.3% | -1.4% | 1.83e-08M* | -0.4% | -13.0% | 1.6% | -1.5%
C[C@@H](CSC(=N)N)C(N)=O | 0.0%[9.22 µM] | i | -1.0%[15.4 µM] | -0.5%[7.6 µM] | -2.5%[11 µM] | 0.6%[15.4 µM] | i | -7.3%[9.17 µM] | 9.9%[11.4 µM] | -3.4%[9.22 µM] | -7.4%[11.4 µM]
O=C(Nc1cccc(-c2cnc3ccccc3n2)c1)c1ccco1 | -0.7% | u | 0.4% | u | -6.5% | -0.1% | u | -10.6% | -10.7% | 5.3% | -11.2%
O=C(NCc1ccco1)c1sc2cccc(F)c2c1Cl | 0.0% | i | 1.5% | 16.7% | -2.6% | -0.7% | i | 10.5% | -3.4% | -1.6% | -5.2%
Cc1c(C(=O)Nc2c(C)n(C)n(-c3ccccc3)c2=O)oc2ccccc12 | -0.9% | i | 2.3% | u | 0.7% | -0.2% | i | 10.4% | 6.7% | 16.3% | -2.1%
CC(C)(C)Nc1nc(OCC(F)(F)F)nc(OCC(F)(F)F)n1 | x | i | 0.7% | u | -1.0% | -2.5% | i | -3.4% | 0.3% | -1.9% | -8.3%
CCN1C(=O)c2ccc(C(=O)Nc3nccs3)cc2C1=O | 2.3% | i | -2.2% | 15.0% | -6.0% | 1.5% | i | 3.3% | 11.2% | -2.7% | 6.2%
CC(=O)Nc1ccc(OC/C=C(\C)Cl)cc1 | -0.6%[9.22 µM] | x | 1.3% | -0.4% | 0.6% | -0.3% | x | 5.7% | -0.5% | 6.5% | -7.3%
COc1ccc(CN2C(=O)C3C4C=CC(C4)C3C2=O)cc1 (configuration not stated) | 9.9%[0.369 µM] | u | -1.4% | -4.8% | 0.2% | 0.1% | i | 2.6% | 13.7% | 2.2% | -1.6%
Cc1ccc(NC(=O)CN2C(=O)NC3(CCC(C)CC3)C2=O)c(Cl)c1 (configuration not stated) | -0.6% | i | -0.8% | 1.0% | -5.8% | 0.6% | i | -2.9% | 0.4% | 0.0% | -5.7%
CC1(C)CC(=O)C=C(NCC(=O)O)C1 | -3.2% | i | 0.0% | -11.5% | -1.4% | 0.4% | i | -1.7% | 9.0% | 1.5% | 1.3%

Other structures.
molecule | HBB splicing | A350 fluor | BRCT PPI green | CRE-bla Fsk | Hsp90 Hop PPI | BRCT inh red | 4MU fluor | Ub-GFP proteasome | 15-hLO inh | Epigenetic mod | Pol III holo inh
Cc1ccccc1-n1c(=O)cc(N2CCN(Cc3ccccc3)CC2)[nH]c1=O | 0.5% | x | -1.2% | 15.8µM* | 1.5% | -3.3% | x | 1.4% | -8.2% | x | -5.1%
CC(=O)N1CCc2c(sc(NC(=O)C3CC3)c2-c2nc3ccccc3s2)C1 | 1.2% | x | 5.0% | 21.2% | -16.6% | -1.6% | x | -6.5% | -15.0% | x | -8.3%
O=C(CCn1nc(-c2ccc(Cl)cc2)ccc1=O)N1CCOCC1 | -5.9%[0.369 µM] | i | 0.3% | 9.3% | -3.6% | 0.5% | i | 7.4% | 1.7% | 4.3% | 6.3%
O=C(COC(=O)C1CC(=O)N(Cc2ccccc2)C1)Nc1ccc2c(c1)OCO2 (configuration not stated) | -0.3%[57.5 µM] | i | -0.7% | -3.7% | -0.7% | 0.1% | i | -3.8% | 2.4% | 1.6% | 4.8%
O=C(NCCN=C1NS(=O)(=O)c2ccccc21)c1ccc(S(=O)(=O)N2CCOCC2)cc1 | 0.0% | i | -0.4% | -4.4% | -3.2% | -0.3% | i | -0.3% | -2.4% | -0.1% | -9.3%
O=C(Cn1nc(-c2ccccc2F)ccc1=O)NCc1ccc2c(c1)OCO2 | x | i | -0.6% | -9.8% | 0.8% | 1.1% | i | 1.9% | 1.1% | 0.0% | -11.9%
COc1ccc(N2CCN(C(=O)c3ccc(NS(=O)(=O)c4ccc(F)c(F)c4)cc3)CC2)cc1 | -0.3%[57.5 µM] | i | 2.2% | -6.6% | -16.7% | 0.6% | i | -2.0% | -23.6% | 0.0% | -4.2%
COc1cc(NC(=O)c2ccccc2)cc(OC)c1 | -0.9% | i | -1.4% | u | 5.7% | 0.9% | i | -4.0% | -4.3% | -2.6% | -8.2%
N#Cc1cc2c(=O)n3ccccc3nc2n(Cc2cccnc2)c1=O | 0.1%[0.369 µM] | 1.75e-05M* | -1.4% | 1µM* | -3.7% | -0.3% | 1.04e-05M* | 3.5% | -3.1% | -3.3% | -1.7%
COc1ccc(C2=NO[C@@H]3C(=O)N(c4ccc(C)cc4C)C(=O)[C@H]23)cc1OC | 0.5% | i | 2.2% | 10.2% | -2.4% | 0.2% | i | 2.9% | -11.1% | -2.9% | -0.5%
Nc1nc2n(n1)C(c1ccco1)CC(c1ccc(F)cc1)N2 (configuration not stated) | -0.9% | x | -1.9% | 7.3% | -4.7% | -1.7% | x | -2.0% | 16.0% | 0.0% | -2.3%
O=C(CSc1nnc(Cn2cnc3ccccc32)o1)c1ccccc1 | 0.0%[57.5 µM] | i | -1.8% | 4.4% | -4.4% | -0.2% | i | -0.8% | 52.1%[activator] | 7.9% | -3.5%
Cc1ccc2c(c1)c1c3n2CCN(C(=O)C2CC2)C3CCC1 (configuration not stated) | -0.5% | x | -3.2% | 9.4% | -20.7% | 0.2% | x | 9.4% | u | -2.3% | -3.5%
Cc1nnc(SCC(C)C)[nH]c1=O | 0.3% | i | -1.5% | 16.3% | 3.3% | 0.7% | i | -1.8% | 7.7% | -1.2% | 2.0%
CCOC(=O)CSc1nc2cc(OC)ccc2cc1C#N | x | 2.1e-08M* | 2.4% | 23.7% | 11.7% | -1.8% | 1.94e-08M* | 18.0% | -7.5% | 19.2% | 0.1%
Cc1cccc(OCCCCCn2ccnc2)c1C | -3.5% | x | 0.7% | u | -5.0% | 1.2% | x | 0.0% | 33.2%[activator] | 4.4% | 0.3%
CCC(C)(C(=O)NC1CCCCC1)N(Cc1ccco1)C(=O)CC1NC(=O)NC1=O (configuration not stated) | -1.2% | i | -3.4% | -11.9% | u | -1.3% | i | -5.6% | 6.3% | 0.1% | 2.0%
Cc1ccc(C(CC(=O)N2CCCC2)c2ccccc2)c(O)c1C (configuration not stated) | -1.9% | u | -2.7% | 9.0% | 4.3% | -1.7% | i | 1.0% | -17.8% | 0.1% | 1.3%
CN(C)S(=O)(=O)Nc1ccccc1C(N)=O | 1.7% | 2.17e-08M* | -1.1% | -1.9% | -5.3% | 0.5% | 2.38e-08M* | 4.1% | -1.2% | -2.7% | -3.5%
